Kir21 block: inhibitors of mouse Kir2.1 inward-rectifier potassium channel; B-score at 10 µM; HEK293-Kir2.1, FluxOR thallium flux fluorescence; active compounds read low; hit rate 0.85% among 310,000; Inward rectifier potassium channel 2 (Mus musculus), P35561;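 active = fluorescence ratio B-score at or below minus 3 SD of library scores, with starting-brightness B-score within 2 SD, cut at about -4.2 in these data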;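 note: channel flux triggered by added potassium and thallium sulfate stimulus; B-score of peak minus minimum fluorescence over baseline after thallium stimulus; more negative B-score means stronger Kir2.1 block with less thallium influx; some compounds called inactive have numbers as strong as hits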
Target sequence (P35561 whole entry, looked up): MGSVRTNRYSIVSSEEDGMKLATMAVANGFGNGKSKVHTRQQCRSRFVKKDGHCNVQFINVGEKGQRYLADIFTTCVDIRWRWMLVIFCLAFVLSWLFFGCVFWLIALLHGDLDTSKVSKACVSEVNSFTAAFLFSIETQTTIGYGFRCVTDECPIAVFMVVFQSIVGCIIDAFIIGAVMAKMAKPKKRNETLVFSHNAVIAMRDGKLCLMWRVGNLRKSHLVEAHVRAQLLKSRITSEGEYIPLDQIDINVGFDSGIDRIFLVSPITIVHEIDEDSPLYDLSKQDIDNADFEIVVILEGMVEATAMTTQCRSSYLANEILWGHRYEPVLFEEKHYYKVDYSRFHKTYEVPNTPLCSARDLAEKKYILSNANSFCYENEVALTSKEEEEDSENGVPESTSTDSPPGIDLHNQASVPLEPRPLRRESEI
CHT inh: inhibitors of human choline transporter CHT; High affinity choline transporter 1 (Homo sapiens), Q9GZV3; hit rate 0.86% among 310,000; B-score at 10 µM; CHT-expressing cells, membrane potential dye, choline response; active compounds read low;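 active = B-score over 3 SD under the library average, and starting fluorescence ratio not unusually high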;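 note: choline stimulus applied at its EC90 after an EC20 pre-addition; B-score computed on integrated fluorescence ratio after choline addition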
Target sequence (Q9GZV3 whole entry, looked up): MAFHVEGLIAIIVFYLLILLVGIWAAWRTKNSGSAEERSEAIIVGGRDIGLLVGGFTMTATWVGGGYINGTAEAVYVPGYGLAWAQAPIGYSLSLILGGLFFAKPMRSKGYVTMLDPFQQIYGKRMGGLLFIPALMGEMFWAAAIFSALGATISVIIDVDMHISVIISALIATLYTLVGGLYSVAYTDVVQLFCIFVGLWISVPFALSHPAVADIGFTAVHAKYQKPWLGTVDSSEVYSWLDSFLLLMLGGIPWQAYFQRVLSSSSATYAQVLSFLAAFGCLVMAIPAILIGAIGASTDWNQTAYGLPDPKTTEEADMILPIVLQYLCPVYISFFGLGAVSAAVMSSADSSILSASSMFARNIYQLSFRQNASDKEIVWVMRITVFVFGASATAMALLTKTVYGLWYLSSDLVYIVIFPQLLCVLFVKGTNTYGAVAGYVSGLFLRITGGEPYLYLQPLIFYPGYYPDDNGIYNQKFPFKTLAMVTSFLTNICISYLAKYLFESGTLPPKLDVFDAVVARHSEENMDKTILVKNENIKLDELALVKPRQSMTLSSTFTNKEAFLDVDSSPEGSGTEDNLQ
Numbers without * were called inactive; i = inactive; · = no result given.

SMILES	Kir21 block	CHT inh
CC(C)N(Cc1nc(-c2ccc(Cl)cc2)no1)C(=O)c1cccs1	-0.61	i
COc1ccccc1CNC(=O)C1CCC(CNc2c(N3CCCCC3)c(=O)c2=O)CC1 (stereo not given)	-0.95	i
CSc1nnc(-c2cnccn2)n1C	-0.2	i
O=C(Nc1nc(-c2ccccn2)cs1)C1CC(=O)N(c2ccc3c(c2)OCCO3)C1 (stereo not given)	-0.51	i
COc1ccc(N2C(=O)NC(NS(=O)(=O)c3ccccc3)(C(F)(F)F)C2=O)cc1 (stereo not given)	1.1	i
COc1ccc(N2C(=O)CN(Cc3ccc(OC)c(OC)c3)C2=S)cc1	0.17	i
O=C(NC(=O)c1ccccc1)OCC1CCCN2CCCCC12 (stereo not given)	-0.07	i
Cc1ccccc1C(=O)NNS(=O)(=O)c1cccc([N+](=O)[O-])c1	-0.67	i
CCOC(=O)CN1C(=O)N[C@@H](c2ccco2)C(C(C)=O)=C1C	1.1	i
CC(C)N(Cc1ccccc1)CC(O)COc1ccc(S(=O)(=O)N2CCOCC2)cc1Cl (stereo not given)	0.74	i
C=CCOC(=O)c1sc(NC(=O)c2ccco2)nc1C	·	i
CCCCN(CCCC)C(=O)c1cc(Cl)ccc1[N+](=O)[O-]	-7*	i
COc1ccc(OC)c(Nc2nc(-c3ccc(O)c(O)c3)cs2)c1	-2.5	i
COc1ccc(C(=O)N=C2SC3CS(=O)(=O)CC3N2c2ccc(C(C)=O)cc2)cc1 (stereo not given)	-0.68	i
O=[N+]([O-])c1cc(/C=N/O)ccc1Oc1ccccc1Cl	-3.8	i
O=C(c1cc(-c2ccc(Br)cc2)on1)N1CCc2ccccc2C1	0.96	i
COc1ccc2c(c1)O[C@@H](c1cccc(C(F)(F)F)c1)[C@H](OC(=O)NCCc1ccc(OC)c(OC)c1)C2=O	0.24	i
O=C(N/N=C/c1ccc(-c2ccccc2C(=O)O)o1)c1cccs1	0.54	i
CCN(CC)S(=O)(=O)c1cc(NC(=O)C(C)OC(=O)c2[nH]c(C)c(C(C)=O)c2C)ccc1C (stereo not given)	-1	i
CCC1COCCS(=O)(=O)N1Cc1cccc(C(F)(F)F)c1 (stereo not given)	-1.6	i
CCOC(=O)NC(=O)/C(C#N)=C(/C)N(C)C	0.66	i
O=C(NC(=S)Nn1cnnc1)c1cccc(Br)c1	0.27	i
Cc1cc(=O)[nH]c(N2CCN(C(=O)c3ccco3)CC2)n1	-0.09	i
COC(=O)c1ccc(NC(=O)C(=O)c2c[nH]c3ccccc23)cc1	-0.73	i
Cc1cccc(NC(=O)CN(C)S(=O)(=O)c2ccc(Br)cc2)n1	-1.5	i
COc1ccccc1-c1nn2c(=O)cc(C)nc2s1	-0.55	i
Cc1ccccc1OCC(=O)N1CCC2(CC1)CC(=O)c1ccccc1O2	-0.07	i
CC(C)c1ccc(/C=N/Nc2cc(N3CCOCC3)nc(N3CCOCC3)n2)cc1	·	i
Oc1ccc(Cl)cc1CNCc1ccc(F)cc1	·	i
O=C(COC(=O)c1cccnc1Cl)c1ccc(Cl)cc1Cl	1.3	i
Fc1ccc(-c2ccc(CNCc3ccccn3)o2)cc1Cl	-1.3	i
CCCn1nc(C(=O)OCC(=O)c2ccccc2)c2ccccc2c1=O	1.4	i
CCOC(=O)C1=C(C)NC(=O)NC1C (stereo not given)	0.18	i
O=C(NC(=S)Nc1cccc2ncccc12)c1ccco1	2.3	i
O=C(Nc1ccccc1Br)C1CC(=O)N(c2ccc3c(c2)OCCO3)C1 (stereo not given)	1.6	i
CCSc1nnc(CNc2ccc(F)cc2)n1CC1CCCO1 (stereo not given)	0.24	i

Complete entries, quoted from the list. Values in the order: Kir21 block, CHT inh
Shown for O=C(COC(=O)c1cccnc1Cl)c1ccc(Cl)cc1Cl = 1.3, i
Shown for CCCCN(CCCC)C(=O)c1cc(Cl)ccc1[N+](=O)[O-] = -7*, i
Shown for Cc1ccccc1OCC(=O)N1CCC2(CC1)CC(=O)c1ccccc1O2 = -0.07, i
Shown for Fc1ccc(-c2ccc(CNCc3ccccn3)o2)cc1Cl = -1.3, i

The results go on.
SMILES	Kir21 block	CHT inh
O=C(C1CCN(C2CCN(Cc3ccsc3)CC2)CC1)N1CCOCC1	1.2	i
COc1ccc(C2c3ccc4ccccc4c3Oc3ncn(CCO)c(=N)c32)cc1 (stereo not given)	-5.2*	i
C=CCn1c(CSCc2ccccc2)nnc1SCC(=O)N1CCN(c2ccccc2)CC1	-0.82	i
O=C(NCC(c1cccnc1)N1CCN(c2ccc(F)cc2)CC1)c1ccc(F)cc1 (stereo not given)	0.51	i
COc1cc(C(=O)NCc2nnc(SCC(=O)N3CCC(C)CC3)o2)cc(OC)c1OC	1.9	i
O=C(CSC1=N/C(=C/c2ccc(Cl)c(Cl)c2)C(=O)N1c1ccccc1F)NC1CC1	0.06	i
CCOc1ccc2nc(NC(=O)CSC3=NCCS3)sc2c1	0.6	i
CCN(C(=O)COC(=O)Cc1c[nH]c2ccccc12)c1c(N)n(Cc2ccccc2)c(=O)[nH]c1=O	-0.99	i
CCCCc1ccc(-c2ccc(C)cc2O)nc1	0.58	i
CN(C)C(CNC(=S)Nc1ccccc1)c1cccnc1 (stereo not given)	-0.03	i
CN(Cc1ccccc1)c1ccc(C(CC(N)=O)NC(=O)Cc2ccc(Br)cc2)cc1[N+](=O)[O-] (stereo not given)	0.11	i
COc1ccc(C(C)=O)cc1COC(=O)CNC(=O)c1ccccc1F	0.04	i
Cc1ccc(N(C(=O)CNC(=O)c2ccco2)C(C(=O)NC2CCCC2)c2ccncc2)cc1C (stereo not given)	-0.91	i
O=C(NC1CCCC1)C(c1ccc(O)cc1)N(CC1CCCO1)C(=O)C1COc2ccccc2O1 (stereo not given)	-1.2	i
Cc1ccc(Nc2nc(C)cc(C)c2C(N)=O)cc1	-0.5	i
COc1ccc(S(=O)(=O)N2CCC(C(=O)NCc3ccncc3)CC2)cc1	-0.41	i
Cc1sc2nc(SCC(=O)Nc3ccccc3F)[nH]c(=O)c2c1C	1.1	i
CCN(CC)S(=O)(=O)c1ccc(-c2nnc(SCc3nnc(-c4ccc(C)cc4)o3)n2CC)cc1	0.08	i
N#Cc1ccc(OCCN2CCc3ccccc3C2)cc1	0.52	i
CCCCCCc1ccc(N2C[C@H](C)[C@@H](CC(=O)NCc3ccccc3)C2=O)cc1	1.1	i
Nc1c(-c2ccccc2)c(CN2CCOCC2)nn1-c1ccc(C(=O)O)cc1	1.4	i
C=C(C)Cn1c(C2CC(=O)N(Cc3ccccc3)C2)nc2ccccc21 (stereo not given)	-2.5	i
CC1CN(C(=O)/C=C/c2ccc3c(c2)OCO3)CC(C)O1 (stereo not given)	0.14	i
COc1ccc2[nH]cc(C(=O)CN3CCN(C4CCCCC4)CC3)c2c1	0.21	i
CC(C)NC(=O)NC(=O)CSc1nnc(-c2ccccc2F)n1N	-0.02	i
OC1(c2cccnc2)CCN(Cc2nnnn2C2CCCCC2)CC1	0.05	i
CN(C)c1nc(OCCNC(=O)Nc2ccccc2)nc(N2CCCCC2)n1	-0.59	i
COc1ccc2cc(-c3cc(C(=O)OCC(=O)NC4CCS(=O)(=O)C4)c4ccccc4n3)ccc2c1 (stereo not given)	2.7	i
COc1ccc(Oc2nc(-c3ccncc3)nc3ccccc23)cc1	-0.38	i
Cn1c(=O)c2c(nc(Sc3nc4ccccc4n3CC(=O)N3CCCCC3)n2C)n(C)c1=O	-0.74	i
COC(=O)C1CCN(C(=O)COC(=O)C2CCN(S(=O)(=O)c3c(Cl)cccc3Cl)CC2)CC1	0.92	i
CCCC(=O)Nc1sc(C)c(C)c1C#N	1.5	i
CC1CN(c2nnnn2-c2ccccc2)CC(C)O1 (stereo not given)	0.69	i
COc1ccc(OC)c(N(CC(=O)NCCSC2CCCCC2)S(=O)(=O)c2ccccc2)c1	-0.53	i
COc1ccc(N2CCN(C(=O)c3ccccc3N(C)S(=O)(=O)c3ccccc3)CC2)cc1	-0.38	i
O=C(Cn1cnc2ccccc2c1=O)NCCC(=O)Nc1ccccc1C(F)(F)F	-0.02	i
CC1=C([N+](=O)[O-])C(c2ccccc2)C2=C(N1)c1ccccc1C2=O (stereo not given)	2.3	i
Cc1cccc(N2CCN(C(=O)c3cccc(S(=O)(=O)N4CCc5ccccc5C4)c3)CC2C)c1 (stereo not given)	-1.2	i
O=C(NCC1CCN(Cc2ccccc2F)CC1)C1CCCN(c2ncnc3c2nc2n3CCCCC2)C1 (stereo not given)	-1.7	i
CC1C(=O)N2CCCc3cc(NC(=O)C(=O)NCc4ccc5c(c4)OCO5)cc1c32 (stereo not given)	-1.8	i
COC(C[C@H]1O[C@H]1[C@H](O)[C@H](C)OCc1ccccc1)OC	0.5	·
c1ccc(-n2ncc3c2ncn2c(C4CCCCC4)nnc32)cc1	-0.85	·
C(#Cc1ccccc1)C[N+]1(CC#Cc2cccc3ccccc23)CCOCC1	-0.54	·
Cc1ccc(OCc2ccc(-c3ccccc3)cc2)c([N+](=O)[O-])n1	-0.12	i
Cc1ccc(Oc2nnc(-c3cccs3)c3ccccc23)cc1C	-1.1	i
Cc1ccc(NC(=S)N2CCC(NC(=O)c3ccco3)CC2)cc1C	0.13	i
CCc1nnc(NC(=O)C(CC)c2ccccc2)s1 (stereo not given)	0.11	i
Cc1ccc(NC(=O)CN2CCc3ccccc3C2)cc1F	-0.73	i

Kir21 block: what is marked active above.
SMILES	Kir21 block	CHT inh
CCCCN(CCCC)C(=O)c1cc(Cl)ccc1[N+](=O)[O-]	-7*	i
COc1ccc(C2c3ccc4ccccc4c3Oc3ncn(CCO)c(=N)c32)cc1 (stereo not given)	-5.2*	i

Reprinted from above for reference:
SMILES	Kir21 block	CHT inh
CCN(CC)S(=O)(=O)c1ccc(-c2nnc(SCc3nnc(-c4ccc(C)cc4)o3)n2CC)cc1	0.08	i
N#Cc1ccc(OCCN2CCc3ccccc3C2)cc1	0.52	i

A second format for some results above.
SMILES,Kir21 block,CHT inh
CCc1nnc(NC(=O)C(CC)c2ccccc2)s1 (stereo not given),0.11,i
Cc1ccc(NC(=O)CN2CCc3ccccc3C2)cc1F,-0.73,i

Next section
SMILES	Kir21 block	CHT inh
CCc1cccc(CC)c1NC(=O)CN1CCN(S(=O)(=O)c2ccccc2)CC1	-1	i
CC(=O)NCCCc1nc2ccccc2n1Cc1ccccc1F	-0.65	i
Cn1c(Cn2c(=O)sc3ccccc32)nnc1SCC(=O)NC1CCCCC1	0.28	i
Cc1c(O)cc2c(c1O)C(=O)CC(c1ccccc1)O2 (stereo not given)	0.04	i
CN(C(=O)COC(=O)c1ccc(C(C)(C)C)cc1)C1CCS(=O)(=O)C1 (stereo not given)	-0.59	i
N/C(COc1ccc(C(=O)O)cc1)=N\O	-0.07	i
COc1ccc(N2CCN(c3ncnc4c3[nH]c3ccccc34)CC2)cc1	-0.49	i
COC(OC)c1ccc(C#N)c(=O)[nH]1	0.8	i
CC(Sc1nnc(-c2cccnc2)n1N)C(=O)N1CCOCC1 (stereo not given)	-0.68	i
Cc1ccnc(SCC(=O)Nc2c(C)n(C)n(-c3ccccc3)c2=O)n1	-2.8	i
O=C(CCC1N=C2c3ccccc3N=C(SCC(=O)NCc3ccco3)N2C1=O)NCc1ccco1 (stereo not given)	-0.54	i
C=CCc1cccc(CNc2c(C)cc(C)cc2C)c1O	0.3	i
CC1CC(C)CN(CCCNC(=O)c2ccc3c(c2)N(Cc2ccccc2)C(=O)c2ccccc2S3=O)C1 (stereo not given)	-1.6	i
CCOc1ccc2oc(C(=O)N3CCN(Cc4ccccc4)CC3)c(C)c2c1	0.59	i
Cc1ccc(OCC(=O)N/N=C\c2ccco2)c(C)c1	0.24	i
CCc1noc(C)c1C(=O)Nc1nc(-c2ccc(Cl)cc2Cl)cs1	0.65	i
CCOC(=O)NC(=O)CSc1nnc(C2CC2)n1Cc1ccco1	0.48	i
Cc1n[nH]c(C)c1Sc1ccccc1N=Cc1cc(Cl)cc([N+](=O)[O-])c1O	2	-7.9*
CSc1nc2ccc(NC(=O)c3ccccn3)cc2s1	-0.48	i
Oc1ccc(/C=N/N(Cc2ccccc2)c2ccccc2)cc1	-0.19	i
COc1c[nH]n(C2CCCCC2)c(=O)c1=O	-0.61	i
COc1ccc(C(=O)ON=C2c3ccccc3-c3ccccc32)cc1OC	-1.3	i
Cc1ccn(C(=O)c2ccc(NC(=O)C3CC3)cc2)n1	-0.36	i
Cc1ccc(NC(=O)CN(C)C(=O)c2ccc(NC(=O)CC3SC(N4CCCC4)=NC3=O)cc2)cc1 (stereo not given)	-0.45	i
COc1ccc(CC(=O)NC(CC(=O)O)c2cccc([N+](=O)[O-])c2)cc1 (stereo not given)	2.1	i
COCCn1c(-c2ccc(OC)cc2)nc2oc3cc(OC)ccc3c(=O)c2c1=O	0.01	i
O=C(N/C(=C\c1ccco1)C(=O)N1CCCC1)c1ccccc1	0.22	i
O=c1oc2cc(Oc3ccc(C(F)(F)F)cc3[N+](=O)[O-])ccc2c2c1CCC2	0.17	i
COc1cc(NC(=S)N2CCCC(C)C2)cc(OC)c1OC (stereo not given)	1.1	i
CCOC(=O)C1CCN(C(=O)CNC(=O)c2nn(-c3ccc(OC)cc3OC)c(=O)c3ccccc23)CC1	0.5	i
COC(=O)Cn1c(=NC(=O)c2ccc(Cl)s2)sc2cc(C)ccc21	0.16	i
Cc1occc(=O)c1O	0.18	i
CC1(C)CC(=O)C2=C(C1)N(Cc1ccco1)C(=O)C2(NC(=O)c1cccnc1)C(F)(F)F (stereo not given)	1.7	i
CCOC(=O)Nc1oc2ccccc2c(=O)c1C	-3	i

Screening data deposited in PubChem by Johns Hopkins Ion Channel Center.
